PriA SSB inh: K. pneumoniae PriA-SSBct interaction inhibition; AlphaScreen SSBct-PriA binding, biotinylated peptide; 430,000 compounds, 0.6% hits; inhibition, % at 33 µM; in the data active = inhibition mostly above about 37%, no sharp cut-off; inactive = mostly below about 20%;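 also: plate controls were negative control peptide for no effect and reference peptide for full effect; strong numbers were not always called active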
* marks the source's active call; other numbers are inactive results; & = joins results of further samples. A portion of the library; the hit share may differ from the screen's.

smiles,PriA SSB inh
CC(Oc1cccc(F)c1)C(=O)NCCOc1ccc2nnc(-c3ccc(F)cc3)n2n1 (configuration not stated),10
O=C(CNC(=O)c1ccc2c(c1)OCCO2)NN=Cc1ccc(Cl)cc1,-1
Cc1ccc2nc3sc(C(=O)NCc4ccco4)cc3c(=O)n2c1,3
O=C(Cc1csc(Nc2ccccc2)n1)Nc1cccnc1,10
COC(=O)c1ccc(NC(=O)CC2Sc3ccccc3NC2=O)cc1 (configuration not stated),-7&1
Cn1nc(-c2ccccc2NC(=O)NCc2cccc3ccccc23)ccc1=O,-5
O=C(Cn1cnc([N+](=O)[O-])n1)NN=Cc1ccc2ccccc2c1,5
O=S(=O)(Cc1cccc(F)c1)N1CCN(c2ccc(-c3noc(C4CC4)n3)cn2)CC1,-8
CCOC(=O)c1c(NC(=O)C(c2ccccc2)c2ccccc2)sc(C)c1C,-10&-7
COc1cc(C(=O)N2CCN(c3nc4c(C)c(Cl)ccc4s3)CC2)cc(OC)c1OC,-12
Cc1ccc(C(=O)Nc2nc3c(s2)CCCC3)cc1,-4
Cn1c(=O)oc2ccc(S(=O)(=O)Nc3cnn(CC4COc5ccccc5O4)c3)cc21 (configuration not stated),-15
O=C(CSc1nnc(CNC(=O)c2cccs2)n1-c1ccc(Br)cc1)Nc1nccs1,-8
COc1ccc(C=NNC(=O)COc2ccc(C(C)(C)C)cc2)cc1Cn1nc(C)cc1C,-1
O=C(Cc1c(F)cccc1Cl)NCC1(Sc2ccccc2)CCOCC1,1
COc1ccc2c(C)c(CC(=O)N3C[C@H]4C[C@H](C3)c3cccc(=O)n3C4)c(=O)oc2c1,-11
CCOC(=O)Cc1nc(CC)n[nH]1,-10
COc1c(C(=O)Nc2ccc(S(=O)(=O)Nc3cc(C)on3)cc2)ccc2ccccc12,-13
COc1cc(C=NN(CCO)C2=NS(=O)(=O)c3ccccc32)cc(OC)c1OC,-6
CCC(=O)Nc1ccc(S(=O)(=O)NCCc2ccc(N3CCCC3)cc2)c(C)c1,15
COc1cc(-c2noc(CN3C(=O)COc4ccc(C)cc43)n2)cc(OC)c1OC,-9
Cn1cc(C(=O)Nc2ccc3c(c2)C(=O)N2CCCC[C@H]2CCO3)nn1,8
O=C(COc1ccc2c(c1)OCO2)NCCOc1cccc(C(F)(F)F)c1,1
Cc1ccc(C(C)C)c(OCCn2c(CO)nc3ccccc32)c1,-2
COc1cc(-c2ccc(NC(=O)c3ccc(Oc4ccccc4)cc3)c(OC)c2)ccc1NC(=O)c1ccc(Oc2ccccc2)cc1,-20
O=C(Nc1cccc(F)c1)C(=O)NC1CC1,-20
CC(=O)NC(C(=O)O)=C(Cl)Cl,-6
O=C(c1cccc(NS(=O)(=O)c2ccccc2)c1)N1CCN(c2nc3ccccc3s2)CC1,3
Cc1cccc(NC(=O)C2CCN(c3ccc(-c4cccs4)nn3)CC2)n1,5
Cc1ccc(-c2cn3c(CC(=O)Nc4c(C)cccc4C)csc3n2)cc1,-15
CCc1ccc(-c2cc3c(=O)[nH]nc(SCC(=O)NCCc4ccc(OC)c(OC)c4)n3n2)cc1,-5
COc1ccc(Cc2nnc3n2N=C(c2cccc(OC)c2)CS3)cc1,7
O=C1CCSCC(C(=O)NCC(F)(F)F)N1 (configuration not stated),16
O=C(O)c1ccc(S(=O)(=O)NC2CCCC2)cc1,-9
O=C(Nc1cnoc1)c1c(F)cccc1F,31
CSc1ccccc1C(=O)NCC1CCN(C(=O)c2cccnc2)CC1,-5
Cn1c(N2CCCC2)nc2c1c(=O)n(CC(N)=O)c(=O)n2C,-16
O=C(Nc1ccc2c(c1)OCCO2)c1cccn(Cc2c(F)cccc2Cl)c1=O,-1
CCCCC(CC)CNC(CC(=O)Nc1ccc(F)cc1F)C(=O)O (configuration not stated),-4
COc1ncccc1C(=O)N1CCC(Cn2nc(C)cc2C)CC1,3
O=C1NC(=NN=Cc2ccc(O)cc2)SC1Cc1ccccc1 (configuration not stated),-4
Fc1ccc(Nc2nc(Nc3ccc(F)cc3)c3nccnc3n2)cc1,7
Cc1cc(C(=O)NCC[C@H](O)c2ccoc2)no1,-2
CCOc1ccc(C=NNC(=O)CSc2n[nH]c(=O)[nH]c2=O)cc1OC,2
Cn1cccc(C(=O)NCC2CCN(C(=O)c3ccoc3)CC2)c1=O,-5
Cc1ccc(NC(=O)CCNC(=O)N2C[C@H]3C[C@H](C2)c2cccc(=O)n2C3)c(C)c1,-2
Cn1nnnc1SCc1ccc(O)c2ncccc12,124*
COC(=O)c1ccc(C=NNC(=O)C(=O)N2CCCCCC2)cc1,-13
Cc1c(N2C(=O)CSC2=NN=Cc2ccc(Br)cc2)c(=O)n(-c2ccccc2)n1C,-2
COc1cc(C=NNC(=O)c2cc(O)cc(O)c2)ccc1OC(=O)c1ccccc1,17
CC(=NNC(=O)CNC(=O)C1COc2ccccc2O1)c1ccc([N+](=O)[O-])cc1 (configuration not stated),-8
O=C(/C=C/c1ccco1)Nc1nc(-c2ccc3c(c2)OCO3)cs1,21
CC(=NNC(N)=O)C1(C)CCCCC1,-7
Cc1cc(NC(=O)CN2CC(c3nc(-c4cccc(Cl)c4)no3)C2)no1,-1
Cc1ccc(NC(=O)C(=O)NCCN2CCN(c3ccc(F)cc3)CC2)cc1F,-21&-12
COc1ccc(Cc2cnc(NC(=O)C(c3ccccc3)c3ccccc3)s2)cc1,-22
O=C(c1ccc(=O)[nH]c1)N1CCC(COCc2ccccc2)CC1,-13
Cc1ccc(C(=O)N/C(=C\c2ccco2)C(=O)NCc2ccco2)cc1,9
CC(C)c1c(C(=O)Nc2cc(Cl)ccc2Cl)nnn1-c1ccc(Cl)cc1,-6
Cn1ncc2nc(SCC(=O)Nc3ccc(Br)cc3F)n(Cc3ccccc3)c(=O)c21,-2

Fetched by structure from above, six records:
smiles,PriA SSB inh
O=C1NC(=NN=Cc2ccc(O)cc2)SC1Cc1ccccc1 (configuration not stated),-4
O=C(/C=C/c1ccco1)Nc1nc(-c2ccc3c(c2)OCO3)cs1,21
COc1ccc(Cc2nnc3n2N=C(c2cccc(OC)c2)CS3)cc1,7
Cn1ncc2nc(SCC(=O)Nc3ccc(Br)cc3F)n(Cc3ccccc3)c(=O)c21,-2
Cc1cc(NC(=O)CN2CC(c3nc(-c4cccc(Cl)c4)no3)C2)no1,-1
O=C1CCSCC(C(=O)NCC(F)(F)F)N1 (configuration not stated),16

Next section
smiles,PriA SSB inh
O=C(NCCc1ccco1)C(=O)Nc1ccc(F)cc1,-26
O=C(Cc1ccc(F)cc1)N(Cc1cccnc1)c1nc2ccc(F)cc2s1,-23
O=C(/C=C/c1cccs1)Nc1ccc(S(=O)(=O)N2CCCCCC2)cc1,9
N#Cc1c(-n2cccc2C=NO)sc2c1CCCC2,9
COc1cc(C=NNC(=O)c2ccc(O)cc2)ccc1Oc1ccc([N+](=O)[O-])cn1,27
Cc1ccc(C(=O)NN=C(CC(=O)c2cccs2)C(F)(F)F)cc1,-1
O=C(COc1ccc(C=NNC(=O)c2ccncc2)cc1)Nc1ccc([N+](=O)[O-])cc1,-8
Cn1cc(C(=O)N2CCCC2)cc(NC(=O)CCCc2ccccc2)c1=O,-3
O=C1c2oc3ccc(F)cc3c(=O)c2C(c2ccccn2)N1c1nccs1 (configuration not stated),-11
CC1=CC(=NNC(=O)c2ccccc2)CC1,0
CCOC(=O)c1ccc(NC(=O)/C=C/C2=Cc3ccccc3OC2)cc1,-1
COc1ccc(OC2CCN(C(=O)c3ccoc3)C2)nn1 (configuration not stated),-11
O=S(=O)(N=C(Nc1cccc2ccccc12)c1ccccc1)c1ccc(F)cc1,-11
O=C(Nc1nc(C(c2ccccc2)c2ccccc2)cs1)c1ccccc1Cl,-15&-4
CC(=NNc1ccc(C)cc1)C1(C)N(O)C(C)(C)C(c2ccco2)=[N+]1[O-] (configuration not stated),9
CC1CCc2nc(NC(=O)c3ccc(S(C)(=O)=O)cc3)sc2C1 (configuration not stated),10
O=C1C[C@H](c2ccc(O)cc2)CN1,-22
COC(=O)c1ccc(NC(=O)CCc2csc3nc(-c4ccccc4)cn23)cc1,-7&10
Cn1cccc1C(CNC(=O)C(=O)NCc1cccs1)N1CCc2ccccc2C1 (configuration not stated),-10
Cc1ccc(S(=O)(=O)N2CCN(CC(=O)NN=Cc3ccc(Br)s3)CC2)cc1,-6
O=C(c1ccc(S(=O)(=O)N2CCCC2)cc1)N1CC(c2nc(-c3ccsc3)no2)C1,-6
COC(=O)c1ccc(NC(=O)C(=O)NCC2CCN(Cc3ccco3)CC2)cc1,-3
O=C1c2ccccc2C(=O)N1C1CN(C2CCOCC2)C1,-7
CCC(C(=O)Nc1nc(-c2ccccn2)cs1)c1ccccc1 (configuration not stated),100*
O=C(NCCc1ccco1)C(=O)Nc1ccc(F)c(Cl)c1,-7
COc1nccnc1O[C@H]1CCN(C(=O)COCc2ccccc2)C1,-13
O=C(NCC[C@H](O)c1cccs1)C(=O)Nc1cc2c3c(c1)CCN3C(=O)CC2,-1
O=C(NN=Cc1ccccc1O)c1ccc2c(c1)OCO2,-4
O=C(Cc1ccc(Cl)cc1)N1CCCC(c2nnc(-c3cccs3)o2)C1 (configuration not stated),-10
CCc1ccc(C(=O)NCCCN2CCOC(c3ccccc3)C2)cc1 (configuration not stated),1
CCOc1ccc(Oc2c(C=NNC(C)=O)c(C)nn2-c2ccccc2)cc1,-11
COc1ccc2ccccc2c1C=NNC(=O)CC1(C)OCCCO1,1
O=C(CCCn1nc(-c2ccco2)ccc1=O)Nc1ccc(F)c(Cl)c1,-19&12
O=C(CNC(=O)c1ccc(S(=O)(=O)N2CCCC2)cc1)NN=Cc1ccc(Cl)cc1Cl,-13
COc1ccccc1CCC(=O)N[C@H]1CCN(Cc2noc(-c3ccccc3)n2)C1,-14
CN(C)CCCNCCNC(=O)C=NO,-16
O=C(Nc1nnc(-c2ccccn2)o1)c1cc(Cl)cc(Cl)c1,-4
Cc1nnn(-c2nonc2N)c1C(=O)NN=Cc1cccc2ccccc12,-5
Cc1nc(N2CCN(C(=O)CCn3cnc4ccccc43)CC2)cc(C(F)(F)F)n1,-12
O=C(Cc1ccc(Cl)cc1)N1CCC(c2nnc(C3CC3)s2)CC1,2
CN(C)C(=S)NC(=O)C12CC3CC(C1)CC(c1ccccc1)(C3)C2,-3
CC(C)Oc1ccc(C(=O)N2CCN(Cc3nc(-c4ccco4)cs3)CC2)cc1,6
O=C(Nc1nnc(Cc2cccs2)o1)c1ccccc1F,23
Cc1ccc2ncc3c(-c4ccccc4)nn(-c4cccc(C)c4C)c3c2c1,0
CCc1ccc(S(=O)(=O)N=C2C=C(Sc3ncn[nH]3)C(=O)c3ccccc32)cc1,17
Cc1ccc(NC(=O)CSc2ncnc3nc(N(C)C)sc23)cc1Cl,4
N#Cc1c(NC(=O)Cc2ccccc2)sc2c1CCC2,0
CCOC(=O)c1cn[nH]c1S(=O)(=O)N1CCN(Cc2ccc3c(c2)OCO3)CC1,-9
Cc1cccnc1NC(=O)c1ccc(-n2cncn2)nn1,-19
O=C(NCc1ccncc1)C(=O)Nc1cc2c3c(c1)CCC(=O)N3CCC2,-12
Cc1cc(-c2ccc(NC(=O)c3ccc4c(c3)OCCO4)c(C)c2)ccc1NC(=O)c1ccc2c(c1)OCCO2,-12&-3
c1ccc(OCc2nnc(SCc3ccccn3)o2)cc1,-4
COc1ccc(CCC(=O)N2CCC(Cn3ccnc3C(C)C)CC2)cc1,-6
COc1ccccc1-n1ncc2c(=O)[nH]c(SCCC(C)C)nc21,1
Cn1cnnc1S(=O)(=O)C1CCN(C(=O)CCc2ccc(S(C)(=O)=O)cc2)CC1,-20
O=C(Nc1ccc(SCC(=O)N2CCc3ccccc32)nn1)c1ccccc1F,-8
Cc1cc(NC(=O)C(=O)NCc2cccs2)ccc1N1CCCC1=O,-15
Cc1ccc([C@H](CNS(=O)(=O)c2cccs2)OCCO)cc1,3
O=C(C[n+]1ccccc1)NN=Cc1cc(Br)ccc1F,-18
Cc1c(Cl)cccc1N=CC1=C(O)CC(C)(C)CC1=O,-20&-5

Going on with the list.
smiles,PriA SSB inh
CC(C)c1n[nH]c(=O)c2c1cnn2-c1ccc(F)cc1,-17
CC(C)Sc1ccc2nn(CC(=O)Nc3ccc(Br)cc3F)c(=O)n2n1,-16
CC(C)(O)CC[C@@H](O)C(C)(O)C1CC[C@@]2(O)C3=CC(=O)[C@]4(O)C[C@@H](O)[C@@H](O)C[C@]4(C)C3CC[C@]12C (some centres not stated),-7
Cn1nc(C(=O)N2CCC3(CC2)OC(=O)c2ccccc23)ccc1=O,-24
O=C(CNC(=O)c1ccncc1)NN=Cc1ccc(O)cc1O,-2
Cc1nn(C(C)C)c(C)c1S(=O)(=O)N1CCCN(S(=O)(=O)c2cnn(C)c2)CC1,-1
COc1cccc(-c2csc(-n3nc(C)cc3NC(=O)c3cccs3)n2)c1,-9&-1

Part of the list above, field by field:
compound: CC(C)c1n[nH]c(=O)c2c1cnn2-c1ccc(F)cc1
  PriA SSB inh: -17
compound: CC(C)Sc1ccc2nn(CC(=O)Nc3ccc(Br)cc3F)c(=O)n2n1
  PriA SSB inh: -16
compound: CC(C)(O)CC[C@@H](O)C(C)(O)C1CC[C@@]2(O)C3=CC(=O)[C@]4(O)C[C@@H](O)[C@@H](O)C[C@]4(C)C3CC[C@]12C (some centres not stated)
  PriA SSB inh: -7
